# From PubChem BioAssay
# EphB4 ephrin blk = EphB4-ephrin-B2 interaction antagonists, primary screen, biochemical, TNYL-RAW peptide probe, fluorescence polarization. Ephrin type-B receptor 4 (Homo sapiens), P54760. EphB4 LBD / TNYL-RAW-Alexa532 peptide. inhibition, % at 7 µM. 97,000 compounds, 0.15% hits;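 active = inhibition above the screen-wide mean inhibition plus 3 SD, cut at about 15% in these data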;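 also: 0% = DMSO wells and 100% = excess unlabeled TNYL-RAW peptide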
# PLK1 inh = human PLK1 kinase inhibitors, primary screen, biochemical, TR-FRET. 97,000 compounds, 0.53% hits. recombinant PLK1 kinase, TR-FRET peptide phosphorylation. inhibition, % at 10 µM. Serine/threonine-protein kinase PLK1 (Homo sapiens), P53350;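 active = inhibition of 50% or more in the single-concentration screen; inactive = inhibition below 50%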;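 also: 0% = DMSO max control and 100% = H-89 dihydrochloride min control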
# Plk1 PBD FP = Plk1 polo box domain binding inhibitors, primary screen, biochemical, fluorescence polarization | Serine/threonine-protein kinase PLK1 (Homo sapiens), P53350 | Plk1 PBD phosphopeptide binding | inhibition, %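 (tested at about 20 µM)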 | 97,000 compounds, 0.13% hits | AID 693, 2007; in the data active = inhibition above about 34%, passing the limit was not always enough
# CYP2C9 inhib = blockers of cytochrome P450 2C9 activity – biochemical, luminescence, ADME assay, primary screen | 96,000 compounds, 20% hits | inhibition, % at 5 µM | CYP2C9 Supersomes, luciferin-H conversion;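 active = blocking of liver enzyme CYP2C9 beyond about 50% at 5 µM, limit read from the data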; also: values of inactives mirror those of a sister screen read the other way
# Target sequence (P11712 whole entry, looked up): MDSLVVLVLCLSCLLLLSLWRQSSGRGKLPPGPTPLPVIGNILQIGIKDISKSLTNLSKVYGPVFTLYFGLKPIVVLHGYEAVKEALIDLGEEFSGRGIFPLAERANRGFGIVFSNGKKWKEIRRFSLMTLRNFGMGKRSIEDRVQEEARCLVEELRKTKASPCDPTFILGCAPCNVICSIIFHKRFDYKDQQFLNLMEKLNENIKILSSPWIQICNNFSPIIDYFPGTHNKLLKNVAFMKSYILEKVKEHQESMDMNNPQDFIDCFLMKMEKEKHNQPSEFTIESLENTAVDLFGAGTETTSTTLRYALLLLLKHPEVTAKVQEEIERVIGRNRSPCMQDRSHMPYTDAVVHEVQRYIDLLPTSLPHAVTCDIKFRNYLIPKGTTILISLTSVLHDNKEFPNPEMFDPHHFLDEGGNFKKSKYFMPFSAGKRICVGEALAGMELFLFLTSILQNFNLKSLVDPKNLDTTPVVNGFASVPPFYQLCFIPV
# CYP2C9 activ = human CYP2C9 activators, primary screen, biochemical, luminescence | Cytochrome P450 2C9 (Homo sapiens), P11712 | recombinant CYP2C9, luciferin-H conversion; active compounds read high; factor 1 = untreated enzyme, 0 = blocked | activation factor at 5 µM | 96,000 compounds, 1.4% hits | AID 1024, 2008;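 active = activation factor of 2 or more for CYP2C9 at a 5 µM dose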;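 also: 0 = sulfaphenazole-blocked wells and 1 = vehicle-only wells; values of inactives mirror those of a sister screen read the other way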
# CYP2C19 inhib = blockers of cytochrome P450 2C19 activity – biochemical, luminescence, ADME assay, primary screen. CYP2C19 Supersomes, luciferin-H EGE luminescence, 30 min. inhibition, % at 5 µM. 96,000 compounds, 21% hits;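 active = CYP2C19 inhibition above a set limit at 5 µM in the primary screen, cut at about 50% in these data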;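 also: plate controls were negative control wells for no effect and 2.5 mM tranylcypromine positive control for full effect; values of inactives mirror those of a sister screen read the other way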
# Rev-RRE block = HIV-1 Rev-RRE binding inhibitors, primary screen, biochemical, FRET, protein-RNA interaction. P05866. Rev peptide-RRE RNA binding. inhibition, % at 8 µM. 97,000 compounds, 0.79% hits. AID 704, 2007;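 active = inhibition above the screen-wide mean plus 3 SD, cut at about 35% in these data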;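 also: 0% = median DMSO wells and 100% = median Neomycin B control wells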
# Target sequence (P05866 whole entry, looked up): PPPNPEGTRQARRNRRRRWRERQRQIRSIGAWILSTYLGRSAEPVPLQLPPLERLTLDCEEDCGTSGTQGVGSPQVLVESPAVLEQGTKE
#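 Test system – labelled RRE RNA duplex and labelled Rev peptide · Reagent – labelled Rev peptide · Doses – one concentration, 8 µM nominal · Incubation – 5 + 15 min at 25 °C · Signal – FRET fluorescence readout · Read-out basis – % inhibition of FRET ratio versus controls · Control set – DMSO wells as 0% and neomycin B wells as 100% inhibition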
# PLAP act = PLAP enzyme activators, biochemical, luminescence, HTS; purified PLAP enzyme, luminescent substrate read-out; active compounds read high; 96,000 compounds, 1.2% hits; AID 696, 2007; Alkaline phosphatase, placental type (Homo sapiens), P05187; activation fold at 20 µM; in the data active = activation fold above about 2
# Target sequence (P05187 whole entry, looked up): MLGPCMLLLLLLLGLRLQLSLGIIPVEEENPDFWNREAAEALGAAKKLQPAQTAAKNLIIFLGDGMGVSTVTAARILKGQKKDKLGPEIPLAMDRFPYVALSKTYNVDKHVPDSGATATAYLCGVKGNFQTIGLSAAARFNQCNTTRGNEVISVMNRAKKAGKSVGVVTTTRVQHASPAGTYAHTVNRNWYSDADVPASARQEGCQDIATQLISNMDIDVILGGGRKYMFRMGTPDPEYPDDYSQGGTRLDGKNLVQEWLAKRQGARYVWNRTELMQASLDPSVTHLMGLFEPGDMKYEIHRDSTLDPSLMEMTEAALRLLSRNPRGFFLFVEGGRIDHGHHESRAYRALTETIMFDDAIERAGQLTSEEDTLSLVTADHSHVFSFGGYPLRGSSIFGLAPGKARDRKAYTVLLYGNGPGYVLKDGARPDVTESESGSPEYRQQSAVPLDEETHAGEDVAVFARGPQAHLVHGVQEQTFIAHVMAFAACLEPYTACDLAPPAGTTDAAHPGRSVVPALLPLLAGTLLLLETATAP
# CYP2C19 act = human CYP2C19 activators, primary screen, biochemical, luminescence | recombinant CYP2C19, luciferin-H EGE luminescence; active compounds read high; 0 = fully inhibited enzyme, 1 = untreated enzyme | activation factor at 5 µM | 96,000 tested, under 10 active | AID 1025, 2008;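 active = activation factor of at least 2 at 5 µM in the primary screen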;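 also: 0 = wells with 2.5 mM tranylcypromine and 1 = vehicle-only wells; values of inactives mirror those of a sister screen read the other way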
# * = called active by the depositor; . = not tested or not shown.
SMILES,EphB4 ephrin blk,PLK1 inh,Plk1 PBD FP,CYP2C9 inhib,CYP2C9 activ,CYP2C19 inhib,Rev-RRE block,PLAP act,CYP2C19 act
O=C(Nc1cccc(Cl)c1)O/N=C\c1ccncc1,-0.8,-4.8,-14.4,89.9*,0.1,88.6*,4.9,0.8,0.1
CC(C)OC(=O)C1CC=CCC1C(=O)Nc1ccc(Cl)cc1 (stereo unspecified),0.5,-9.9,-1.8,52.5*,0.5,91.3*,7.9,1,0.1
COCCNC(=O)Cn1cc2c(n1)CCCCC2,.,.,.,1.8,1,-6.8,.,1,1.1
COc1cccc(C(c2sc3nc(C)nn3c2O)N2CCN(C(=O)c3ccco3)CC2)c1 (stereo unspecified),.,.,.,-12.6,1.1,1.0,.,1.3,1
CC(=O)N1CCc2cc(S(=O)(=O)NCCC3=CCCCC3)ccc21,-1.9,2.2,10.6,.,.,.,11.7,.,.
Cc1cc(=O)oc2cc(OCC(=O)NCc3ccncc3)ccc12,-2.5,-6.0,27.2,90.9*,0.1,65.4*,3.6,1,0.3
Cc1nc(N2CCN(C)CC2)c2sc(=S)n(C)c2n1,5.5,-10.4,-19.9,4.5,1,24.8,6.8,1.1,0.8
Cc1ccc2nc(SCC(=O)NCc3cccs3)c(C#N)cc2c1,-0.6,-10.5,-14.5,12.3,0.9,0.6,17.0,1,1
Cc1nnc(NC(=O)c2oc3cc(C)c(C)cc3c2C)s1,-0.1,-26.1,5.6,-0.2,1,0.1,9.3,1,1
CCN(CC(=O)NC(=O)NCc1ccco1)Cc1nc2ccccc2c(=O)[nH]1,3.6,-10.2,-6.2,45.0,0.6,67.8*,4.8,.,0.3

# Pulled by structure from the list above:
SMILES,EphB4 ephrin blk,PLK1 inh,Plk1 PBD FP,CYP2C9 inhib,CYP2C9 activ,CYP2C19 inhib,Rev-RRE block,PLAP act,CYP2C19 act
Cc1cc(=O)oc2cc(OCC(=O)NCc3ccncc3)ccc12,-2.5,-6.0,27.2,90.9*,0.1,65.4*,3.6,1,0.3
Cc1ccc2nc(SCC(=O)NCc3cccs3)c(C#N)cc2c1,-0.6,-10.5,-14.5,12.3,0.9,0.6,17.0,1,1
Cc1nc(N2CCN(C)CC2)c2sc(=S)n(C)c2n1,5.5,-10.4,-19.9,4.5,1,24.8,6.8,1.1,0.8
CCN(CC(=O)NC(=O)NCc1ccco1)Cc1nc2ccccc2c(=O)[nH]1,3.6,-10.2,-6.2,45.0,0.6,67.8*,4.8,.,0.3

# Rewritten with tabs: entries from further up
Compound	EphB4 ephrin blk	PLK1 inh	Plk1 PBD FP	CYP2C9 inhib	CYP2C9 activ	CYP2C19 inhib	Rev-RRE block	PLAP act	CYP2C19 act
CC(C)OC(=O)C1CC=CCC1C(=O)Nc1ccc(Cl)cc1 (stereo unspecified)	0.5	-9.9	-1.8	52.5*	0.5	91.3*	7.9	1	0.1
O=C(Nc1cccc(Cl)c1)O/N=C\c1ccncc1	-0.8	-4.8	-14.4	89.9*	0.1	88.6*	4.9	0.8	0.1

# Going on with the list.
SMILES,EphB4 ephrin blk,PLK1 inh,Plk1 PBD FP,CYP2C9 inhib,CYP2C9 activ,CYP2C19 inhib,Rev-RRE block,PLAP act,CYP2C19 act
CN(C)CCN1C(=O)c2oc3ccccc3c(=O)c2C1c1cccc(Br)c1 (stereo unspecified),6.3,7.9,-30.8,29.1,0.7,22.9,7.5,1.6,0.8
COc1cc(S(=O)(=O)N2CCOCC2)ccc1NC(=O)COC(=O)c1ccccn1,0.5,-1.1,-6.1,19.7,0.8,3.7,7.2,1,1
CC(C)OC(=O)c1nn2c(C(F)(F)F)cc(-c3ccco3)nc2c1Cl,2.4,-11.2,4.5,.,.,.,4.6,.,.
CCOC(=O)N1CCN(S(=O)(=O)c2c(C)nn(C)c2C)CC1,-0.2,-8.9,-7.1,7.7,0.9,28.1,9.4,1,0.7
COc1ccc(C2C3=C(CCCC3=O)Nc3nc(-c4cc(OC)c(OC)c(OC)c4)nn32)cc1OC (stereo unspecified),-0.8,-6.7,-33.4,49.3,0.5,23.5,9.7,1.5,0.8
COc1cc(C(=O)NCCC(=O)NCCCN2CCCCC2)cc(OC)c1OC,.,.,.,-1.6,1,-5.0,.,1.3,1.1
COC(=O)CNC(=O)Cc1c(F)cccc1Cl,-1.4,0.5,-30.1,-7.3,1.1,-10.7,8.1,0.9,1.1
Cc1cccc(C(=O)N/N=C/c2ccc(OCC(=O)N3CCCCC3)cc2)c1,1.6,-4.1,-7.7,24.2,0.8,9.0,-0.9,1,0.9
Cc1ccc(S(=O)(=O)NCc2ccc(C(=O)NCCCN3CCN(C)CC3)cc2)cc1,-4.6,1.0,16.0,3.8,1,-2.2,2.8,1.1,1
Cc1cc(NS(=O)(=O)Cc2ccccc2)cc(C)c1OCC(=O)N1CCOCC1,0.4,-8.8,-6.2,23.7,0.8,2.7,2.4,1.4,1
CCCCC(Nc1ncnc2ccccc12)C(=O)O (stereo unspecified),7.8,-7.5,-29.0,44.1,0.6,7.0,9.9,1.2,0.9
CCOC(=O)c1nc2cc3n(c(C)c-2c1C)C(C)C(CC)=C3C (stereo unspecified),-2.3,-2.7,-6.4,.,.,.,4.8,.,.
Cc1ccc(C2CC(=O)NC(SCCC(C)C)=C2C#N)cc1 (stereo unspecified),0.6,-10.5,-26.0,55.8*,0.4,41.4,21.4,0.9,0.6
CCOC(=O)C1=C(C)OC(N)=C(C#N)C1c1ccoc1 (stereo unspecified),.,.,.,15.6,0.8,53.5*,.,0.7,0.5
Cc1cc(C)n2nc(C(=O)OCC(=O)Nc3ccc4c(c3)OC(F)(F)O4)nc2n1,-2.7,-7.0,-15.5,36.6,0.6,13.1,8.1,0.8,0.9
CC(c1ccccc1)n1cc(C(=O)NCCCn2ccnc2)nn1 (stereo unspecified),7.7,-8.3,-4.6,.,.,.,9.9,.,.
COc1ccc(OC)c(NC(=S)NCc2ccco2)c1,2.7,-3.6,-22.3,.,.,.,1.9,.,.
Cc1nc(NCc2ccco2)c2oc3ccccc3c2n1,-1.8,-5.3,4.9,62.9*,0.4,77.0*,7.6,1.6,0.2
CCN1CCN(c2nc3ccccc3nc2C(C#N)C(=O)OCc2ccccc2)CC1 (stereo unspecified),-8.3,-6.7,-10.5,56.7*,0.4,82.1*,23.8,1.1,0.2
Cc1cc(C)n(-c2nc3ccccc3c(=O)n2OCc2ccc(F)cc2)n1,2.8,-4.0,-3.5,50.2*,0.5,98.8*,2.8,1.8,0
O=C(O)c1cccc(S(=O)(=O)Nc2ccc3c(c2)OCO3)c1,.,.,.,-6.0,1.1,-0.4,.,0.9,1
COc1nc(Oc2ccc(C(=O)O)cc2)nc(Oc2ccc(C(=O)O)cc2)n1,1.7,-11.6,-11.3,17.9,0.8,34.7,2.8,1,0.7
COCc1cc(C)nc(SCC(=O)Nc2cc3c(cc2C#N)OCO3)c1C#N,-0.3,-7.6,0.6,4.7,1,4.4,3.0,1,1
CCn1ncc(Cl)c1C(=O)Nc1ccncc1,-0.8,-6.4,2.4,93.3*,0.1,96.2*,8.9,1.3,0
CCOC(=O)CSc1cc(CS(=O)(=O)c2ccccc2)nc(-c2ccccc2)n1,-13.7,-4.4,-17.6,53.9*,0.5,80.8*,6.1,0.9,0.2
CCCC(NC(=O)CNC(=O)C(C)(C)C)C(=O)O (stereo unspecified),6.4,-15.5,-0.6,-11.2,1.1,-5.3,7.9,1.2,1.1
CC(C)(C)c1cc(NC(=O)C2CCCO2)no1 (stereo unspecified),-1.4,-16.1,11.4,5.4,0.9,11.1,0.1,0.9,0.9
CCOC(=O)Cc1csc(NC(NC(=O)OCC)(C(F)(F)F)C(F)(F)F)n1,3.0,-10.9,-13.6,22.3,0.8,13.5,8.4,0.9,0.9
CCOc1c(CNCCN2CCOCC2)cccc1OC,-1.0,-3.4,14.1,-7.4,1.1,21.3,5.5,1.1,0.8
O=C(Nc1ccc(Br)cc1F)c1ccncc1,2.8,1.6,-25.7,.,.,.,4.5,.,.
CC(C)CC(=O)Nc1ccccc1Oc1ccccc1,-10.3,-1.1,18.5,3.2,1,24.8,3.0,0.8,0.8
CN1CCN(C(=S)c2ccc(N(C)C)cc2)CC1,-2.0,-13.6,0.6,-43.6,1.4,-4.4,0.3,1.1,1
COc1ccc(C2N(C(=O)c3ccccc3)CCN2C(=O)c2ccccc2)cc1,4.6,-10.9,-11.8,49.7,0.5,68.6*,1.9,1.5,0.3
O=C(COc1ccc(Cl)cc1Cl)N1CCCC1,-1.2,-4.3,-35.3,-11.6,1.1,15.3,3.1,1.1,0.8
O=C(NCc1cccs1)c1cc(-c2cccs2)on1,4.7,-2.7,23.5,-12.1,1.1,-10.7,0.1,1.2,1.1
Cc1nn(S(=O)(=O)N(C)C)c(C)c1CN1C(=O)c2ccccc2C1=O,6.8,-9.2,20.5,9.5,0.9,21.8,6.8,1.1,0.8
C=CCn1c(SCc2csc(C)n2)nc2sc3c(c2c1=O)CCCC3,5.5,-1.7,9.0,50.4*,0.5,20.8,6.7,1.6,0.8
CC(=O)Nc1cc2ccc(OC(C)=O)cc2oc1=O,.,-11.7,-5.1,-29.1,1.3,8.0,.,0.9,0.9
Cc1nc(C(F)(F)F)c(C(=O)NC(=O)Nc2ccc(OC(F)(F)F)cc2)s1,-11.5,-1.6,-28.6,7.8,0.9,-6.3,8.3,1.1,1.1
CCC1S/C(=N/C(=O)NC2CCCCC2)NC1=O (stereo unspecified),-0.9,-10.8,4.0,.,.,.,5.0,.,.
O=C(Nc1ccc(-c2nc3c(ccc4ccccc43)o2)cc1)c1ccco1,0.9,-11.9,-0.5,-45.2,1.5,15.8,-5.2,1.3,0.8
CCN1CCN(CCCNC(=O)C2c3ccccc3C(=O)N(C)C2c2ccc(OC)cc2)CC1 (stereo unspecified),-1.4,-2.8,-7.0,-2.5,1,-13.8,-4.1,1.3,1.1
COc1cc2nc(C3CCC3)n(NC(=O)C3CCC(OC)CC3)c(=O)c2cc1OC (stereo unspecified),0.3,-7.6,-7.4,9.3,0.9,0.8,-4.9,1,1
O=C(OCCN1C(=O)c2ccccc2C1=O)c1cc(S(=O)(=O)N2CCOCC2)ccc1Cl,-3.2,0.3,-17.1,85.5*,0.1,78.5*,9.1,1.5,0.2
O=C(NCCC1=CCCCC1)c1ccc(=O)oc1,-5.4,-5.9,10.8,13.9,0.9,56.0*,0.9,0.8,0.4
CC(=O)c1c(C(C)=O)c(C)n(-c2nc(-c3cccs3)c(C)s2)c1C,-3.4,-4.4,23.7,47.4,0.5,18.1,4.2,0.9,0.8
COC(=O)Nc1cc(C(F)(F)F)ccc1N1CCN(c2ccccc2)CC1,1.8,-13.2,-3.0,-8.0,1.1,0.9,3.6,1.1,1
CCN(CC)CCOC(=O)C1(c2ccc(OC)c(OC)c2)CCCC1,-4.3,-22.3,19.3,31.2,0.7,33.9,-0.6,1.7,0.7
COc1ccccc1N1C(=O)c2ccccc2NC1C(OC)OC (stereo unspecified),8.4,-16.5,21.1,.,.,.,6.6,.,.
Cc1cc(/C=C(\C#N)C(=O)NCC2CCCO2)c(C)n1-c1ccc(Cl)cc1 (stereo unspecified),1.0,-10.9,18.1,22.8,0.8,49.0,-4.0,0.9,0.5
O=C(Nc1nc(N2C(=O)c3ccccc3C2=O)n(-c2ccccc2)n1)c1ccc(Cl)cc1,2.7,-18.2,-10.0,15.1,0.8,12.3,4.2,1.9,0.9
